TbMetRS inhib: blocks T. brucei methionyl-tRNA synthetase activity; hit rate 0.4% among 360,000; AID 624268; purified T. brucei MetRS, ATP depletion, Kinase-Glo luminescence; inhibition, % at 11.9 µM;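 active means inhibition above a per-plate cutoff of the control wells' mean inhibition plus 3 SD, cut at about 5.5% in these data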;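 further: 0% = DMSO wells median and 100% = median of wells with control inhibitor compound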
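Dosing: 11.9 µM compound single dose, 0.9% DMSO; Assay system: purified T. brucei MetRS enzyme; Measured by: Kinase-Glo luciferase luminescence reporting remaining unconsumed ATP; Schedule: 15 min plus 2 h at 25 °C.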
NadD block: blocks S. aureus nicotinate mononucleotide adenylyltransferase; purified NadD enzyme, colorimetric absorbance read-out; inhibition, % at 20 µM; hit rate 0.78% among 360,000; AID 602399; in the data active means inhibition above about 26%; further: some compounds past the cut are filed as inactive
DNMT1 block: blocks human DNA methyltransferase DNMT1. P26358. AID 588458. inhibition (reported as % activation of signal), % at 10 µM. hit rate 0.83% among 360,000. DNMT1 molecular beacon, Hinp1I cleavage, fluorescence; in the data active means inhibition above about 50%
Target sequence (P26358 504-1616 limits assumed): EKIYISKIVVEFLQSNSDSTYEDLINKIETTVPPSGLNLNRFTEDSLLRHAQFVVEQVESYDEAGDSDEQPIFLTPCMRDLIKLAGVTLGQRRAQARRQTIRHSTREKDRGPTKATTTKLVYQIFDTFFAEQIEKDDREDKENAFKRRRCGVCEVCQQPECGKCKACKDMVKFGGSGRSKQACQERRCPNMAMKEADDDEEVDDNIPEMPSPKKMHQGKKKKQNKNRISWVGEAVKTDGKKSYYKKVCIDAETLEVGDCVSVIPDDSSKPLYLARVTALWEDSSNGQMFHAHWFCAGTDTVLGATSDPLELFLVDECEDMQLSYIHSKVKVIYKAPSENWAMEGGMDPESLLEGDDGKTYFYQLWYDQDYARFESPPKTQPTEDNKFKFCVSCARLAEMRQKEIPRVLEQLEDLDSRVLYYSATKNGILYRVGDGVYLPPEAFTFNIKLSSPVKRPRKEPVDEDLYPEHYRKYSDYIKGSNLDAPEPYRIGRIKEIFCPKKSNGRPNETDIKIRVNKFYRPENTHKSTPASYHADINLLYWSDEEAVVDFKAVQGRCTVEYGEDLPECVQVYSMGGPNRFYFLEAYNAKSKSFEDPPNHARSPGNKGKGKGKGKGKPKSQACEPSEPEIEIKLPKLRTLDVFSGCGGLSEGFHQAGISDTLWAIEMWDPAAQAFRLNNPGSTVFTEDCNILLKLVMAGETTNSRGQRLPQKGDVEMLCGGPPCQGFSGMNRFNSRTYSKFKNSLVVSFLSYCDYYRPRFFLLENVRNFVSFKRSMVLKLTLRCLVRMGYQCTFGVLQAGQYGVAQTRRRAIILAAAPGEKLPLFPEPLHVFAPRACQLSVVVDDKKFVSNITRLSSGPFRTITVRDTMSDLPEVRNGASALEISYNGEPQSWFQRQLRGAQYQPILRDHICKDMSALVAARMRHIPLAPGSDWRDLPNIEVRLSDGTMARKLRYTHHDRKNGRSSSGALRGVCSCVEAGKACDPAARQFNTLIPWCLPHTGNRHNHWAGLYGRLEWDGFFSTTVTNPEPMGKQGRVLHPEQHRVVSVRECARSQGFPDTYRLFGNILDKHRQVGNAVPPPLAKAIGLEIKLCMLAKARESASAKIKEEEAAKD
CSN deneddyl inh: blocks human CSN-mediated cullin deneddylation | Purified CSN, SCF-Nedd8-OG deneddylation, fluorescence polarization | hit rate 0.38% among 360,000 | AID 651999 | inhibition, % at 12.5 µM;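 active means pattern-corrected inhibition above about 35%, with an unprinted fluorescence ratio check between 0.5 and 1.5, limit read from the data, passing the limit was not always enough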;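 further: 0% = enzyme with substrate and 100% = substrate without enzyme; some results filed as inactive read as strong as hits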
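Test system: Human Csn5 produced in HEK293T cells | Compound: 12.5 µM single point | Times: 90 min, room temperature | Signal: Fluorescence polarization readout | Read-out basis: % inhibition of substrate cleavage by Csn5 | Controls: no-enzyme wells high, enzyme-with-substrate wells low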
PABP1 MLLE inh: blocks PAM2 peptide binding to the PABP1 MLLE domain | GST-MLLE / FITC-PAM2 fluorescence polarization | inhibition, % at 20 µM | hit rate 0.36% among 360,000 | AID 588489; in the data active means inhibition above about 35%, passing the limit was not always enough;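 further: plate controls were DMSO wells with GST-MLLE for no effect and wells lacking GST-MLLE protein for full effect; some results filed as inactive read as strong as hits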
STEP block: inhibitors of human striatal-enriched phosphatase STEP. inhibition, % at 20 µM. P54829. recombinant STEP, OMFP fluorogenic substrate, fluorescence. hit rate 0.25% among 360,000. AID 588621;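 active means inhibition at 20 µM, scaled per plate between control wells, above about 37%, limit read from the data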;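 further: 0% = DMSO with enzyme and substrate and 100% = substrate only without enzyme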
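System: STEP phosphatase, cell-free reaction; Buffer or medium: Bis-Tris pH 6.0 buffer with DTT, detergent; Incubation: 20 min at room temperature, dark; Measured by: fluorescence, 480/540 nm.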
LMPTP inh: blocks human LMPTP phosphatase | inhibition, % at 20 µM | hit rate 0.22% among 360,000 | recombinant LMPTP-A, OMFP fluorogenic substrate, fluorescence intensity | P24666;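 active means compounds that cut the enzyme signal by at least half of the control window in the single-dose screen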;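 further: plate controls were DMSO wells with enzyme plus substrate for no effect and substrate without enzyme for full effect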
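Test system – LMPTP-A enzyme · Amount – LMPTP-A at 0.625 nM final in the reaction · Buffer or medium – Bis-Tris pH 6.0, DTT, detergent · Reagent – OMFP 400 µM · Doses – single 20 µM dose · Schedule – reaction 50 min, room temperature, dark · Detection – fluorescence intensity of OMFP turnover product · Evaluation – percent inhibition versus substrate-only and uninhibited controls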
SUMO1 PPI mod: alters human SUMO1 binding to SIM partners; AID 602429; hit rate 0.33% among 360,000; SUMO1 binding to a labelled peptide, TR-FRET, 1 h; P63165; inhibition, % at 20 µM; in the data active means inhibition above about 37%
Scp1 inh: Scp-1 (human) phosphatase inhibition; inhibition, % at 20 µM; hit rate 0.88% among 340,000; AID 493091; Q9GZU7; Recombinant Scp1, phosphopeptide, malachite green phosphate absorbance;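 active means inhibition above about 50% at 20 µM, limit read from the data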;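 further: plate controls were DMSO wells with enzyme for no effect and wells lacking enzyme for full effect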
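System: SCP-1 catalytic domain; Reagent: Phospho 17-mer peptide substrate; Doses: one concentration, 20 µM, with 1.0% DMSO; Incubation: 45 min room-temperature reaction, 5 min colour, 30 min stabiliser; Signal: Phosphate-binding colour reagent, absorbance read at 630 nm.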
Rpn11 block: blocks the human proteasome subunit Rpn11. O00487. human 26S proteasome, Ub4-pepOG fluorescence polarization; 20S core pre-blocked with epoxomicin. calls only at 20 µM. hit rate 0.59% among 360,000;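 active means inhibition at 20 µM, scaled to each plate's controls, above about 33%, limit read from the data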
* hit, by the source's call; i = inactive; x = no result given. Compounds as they come; any-hit rate near 3.6%.

SMILES	TbMetRS inhib	NadD block	DNMT1 block	CSN deneddyl inh	PABP1 MLLE inh	STEP block	LMPTP inh	SUMO1 PPI mod	Scp1 inh	Rpn11 block
COc1ccc(CN2C(=O)C(CC(=O)NCCN3CCOCC3)CC(C(=O)N(C)C)=C2C)cc1 (stereo not drawn)	0.0	-4.3	0.9	-0.8	12.9	-1.0	-2.8	4.6	x	i
COc1cc(OC)cc(C(=O)Nn2cc(C(=O)N3CCN(C)CC3)c3ccccc3c2=O)c1	0.5	1.8	2.0	0.0	4.7	0.3	-0.3	5.8	-4.3	i
Cc1cc(C(=O)NCc2cccs2)n(-c2ccccc2)n1	-0.6	-0.8	1.3	-1.6	-18.5	0.6	-0.4	2.6	-4.1	i
O=C1CCCN1c1nccs1	-1.9	-6.3	28.1	1.0	0.5	-0.2	-1.4	0.1	-4.5	i
CC1(C)Cc2nc3oc4c(SCC(N)=O)ncnc4c3cc2CO1	-0.8	-7.3	-3.6	0.6	16.7	-0.1	-0.8	-6.5	-13.3	i
Cc1c(Cl)cccc1N(CC(=O)O)S(C)(=O)=O	-0.8	9.9	-2.5	1.6	-1.3	-3.1	-2.0	0.8	0.5	i
CN(C)CCCNCCCNC(=O)/C(=N\O)c1ccccc1	-0.2	-3.1	-1.2	1.8	6.6	-0.4	-6.6	-29.2	-7.3	i
O=C(NNC(=S)Nc1ccc(F)c(Cl)c1)C1CC1	0.2	6.2	-0.3	16.2	9.3	-2.5	-0.5	1.3	-7.7	i
CC(=O)Nc1cccc(NC(=O)CSc2nc3c(c(=O)n(C)c(=O)n3C)n2C)c1	0.3	3.2	-0.3	2.6	-9.0	-0.7	-1.1	5.4	-0.8	i
CN(CC(=O)Nc1c(Cl)cccc1Cl)C(=O)C1CCN(C(=O)Nc2ccccc2)CC1	-0.2	-2.5	0.2	3.0	7.8	-2.5	-1.4	1.8	-3.4	i
CC(C)(C)c1nnc2sc(SCC(=O)c3cccs3)nn2c1=O	-0.6	-1.9	-9.0	1.0	-9.5	2.6	-0.6	-2.7	-7.5	i
CCOc1ccc(C(C(=O)NCC2CCCO2)N(Cc2cccc(OC)c2)C(=O)c2snc(C(N)=O)c2N)cc1 (stereo not drawn)	-0.3	-2.3	1.6	1.8	0.5	-1.7	3.3	-17.0	-0.6	i
CCN(CC)CCCCCC(=O)Nc1ccccc1C(=O)Nc1ccccc1	-0.9	-0.8	-3.7	-2.6	0.8	-0.1	5.6	-1.1	0.5	i
FC(F)(F)c1cc(-c2cccs2)nc2cc(-c3cccs3)nn12	0.1	1.9	13.0	1.6	5.5	-2.4	-0.4	-2.3	0.6	i
Cc1cccc(C)c1C(OCCN(C)C)C1CCCCC1 (stereo not drawn)	0.2	-4.8	0.9	-6.2	1.2	0.2	-0.4	-5.8	-8.2	i
Cc1ccc(S(=O)(=O)C2C(=O)N(C)C3(C)CC2c2ccccc2O3)cc1 (stereo not drawn)	-0.3	-0.9	4.4	-5.8	9.1	2.7	0.0	-0.9	-8.7	i
CCCOC1CCCN(C(=O)CCc2nnc(CCCCc3ccccc3)o2)C1 (stereo not drawn)	-0.5	0.4	-5.5	3.6	-8.9	-1.5	-0.3	1.7	-3.0	i
CCCC(=O)Nc1ccc2c(c1)C(=O)NC2=O	-0.3	0.4	5.7	-2.8	-2.6	-0.6	-35.0	-8.2	-9.8	i
CC1CCC(NC(=O)c2nc(Cn3ccc([N+](=O)[O-])n3)no2)CC1 (stereo not drawn)	0.8	-10.8	1.1	2.1	7.2	-0.3	-0.3	-8.3	-7.9	i
Cc1ccccc1N=C1SC(CC(=O)Nc2ccc3ccccc3c2)C(=O)N1Cc1ccccn1 (stereo not drawn)	-0.6	17.8	-37.2	4.0	-3.1	0.0	8.6	-3.1	5.4	i
CC1CCCN(CCOc2ccc3ccccc3c2Br)C1 (stereo not drawn)	-0.6	-11.6	3.6	-2.3	4.3	-0.7	-1.7	-11.9	-0.4	i
Cc1ccc(C(=O)c2cc([N+](=O)[O-])ccc2N2CCCCC2)cc1C	0.6	-2.1	2.4	-3.0	-9.2	-1.2	2.2	-5.6	-11.7	i
Cc1ccc(S(=O)(=O)N2CCCCC2)cc1NC(=O)CCOc1ccccc1	-0.8	-6.2	-14.7	-0.9	6.7	-1.3	-1.5	-0.8	-9.8	i
O=C(NCC(c1ccc(F)cc1)N1CCOCC1)c1ccc([N+](=O)[O-])o1 (stereo not drawn)	-0.1	-0.4	-0.7	-2.1	14.3	0.4	-0.2	-38.0	-7.6	i
CCCc1cc(C(=O)NNC(=S)NCc2ccccc2)cs1	-0.5	-2.7	-3.3	-1.4	5.8	1.6	0.7	0.9	-9.7	i

Brought forward from above: 2 entries; new compounds follow.
SMILES	TbMetRS inhib	NadD block	DNMT1 block	CSN deneddyl inh	PABP1 MLLE inh	STEP block	LMPTP inh	SUMO1 PPI mod	Scp1 inh	Rpn11 block
O=C(NCC(c1ccc(F)cc1)N1CCOCC1)c1ccc([N+](=O)[O-])o1 (stereo not drawn)	-0.1	-0.4	-0.7	-2.1	14.3	0.4	-0.2	-38.0	-7.6	i
CCCc1cc(C(=O)NNC(=S)NCc2ccccc2)cs1	-0.5	-2.7	-3.3	-1.4	5.8	1.6	0.7	0.9	-9.7	i
CCOc1ccc(S(=O)(=O)N2CCC(C(=O)NCCN3CCOCC3)CC2)cc1C	0.1	3.0	2.9	-0.7	-3.2	0.3	-2.4	1.6	-5.9	i
O=C(CN(c1ccc(Br)cc1)S(=O)(=O)c1ccc(Cl)c([N+](=O)[O-])c1)NCCc1ccccc1	-0.1	2.4	2.6	7.5	-5.4	0.9	-0.2	0.6	-2.9	i
Cc1c(N2C(=O)C3C4C=CC(C5CC45)C3C2=O)c(=O)n(-c2ccccc2)n1C (stereo not drawn)	0.2	7.2	0.1	-10.4	-5.8	0.5	-1.9	3.4	-2.6	i
Cc1cc(C)cc(C(=O)NC(CC(N)=O)c2ccc(N3CCCCCC3)c([N+](=O)[O-])c2)c1 (stereo not drawn)	-0.2	-6.6	-2.1	-4.8	7.4	0.4	-0.1	-17.6	-10.7	i
O=[N+]([O-])c1ccc(SCc2ccco2)cc1N1CCOCC1	0.2	-2.4	-0.8	-10.9	1.2	15.2	-0.6	-21.9	-4.6	i
c1ccc(-c2nnsc2-c2nc3ccccc3[nH]2)cc1	-0.2	-4.7	0.4	-2.6	2.5	-2.4	-0.2	-9.4	-9.1	i
COc1ccc([N+](=O)[O-])cc1NC(=O)C(C)N1CCCC1 (stereo not drawn)	-0.5	-1.3	-1.1	-0.4	-9.6	-1.6	-1.8	-10.6	-4.9	i
Cc1noc(C)c1S(=O)(=O)N1CCN(S(=O)(=O)c2ccccc2C#N)CC1	-0.5	-2.8	0.1	0.9	-11.0	-2.2	-1.1	1.3	-7.7	i
CCCCCc1nnc(NC(=O)c2ccc(N3CCCC3=O)cc2)s1	-0.3	-5.9	-2.8	0.9	-13.8	-1.5	-0.7	-3.1	-1.2	i
CCN(CC(=O)NC1CCCC1)S(=O)(=O)c1ccc(Br)cc1	-0.2	-2.5	2.4	-2.7	-8.6	2.9	-1.2	-0.3	-10.2	i
O=C(CSc1nnnn1C1CCCC1)NCc1cccs1	-1.0	-3.7	6.7	3.6	-4.9	-2.0	-0.1	1.6	4.0	i
COc1ccc(C/C(C)=N/NC(=S)Nc2ccc(Cl)cc2)cc1	-0.4	-5.5	-4.0	-1.1	27.7	-6.6	-0.2	0.0	-4.3	i
Cc1ccc(S(=O)(=O)Nc2cccc(C(=O)N3CCOCC3)c2)cc1	-0.4	-14.4	-0.7	5.3	-12.1	-1.4	-1.7	2.7	-2.0	i
CC(=O)Nc1ccc(S(=O)(=O)N2CCC(C(=O)N[C@@H](Cc3ccccc3)C(=O)O)CC2)cc1	-0.7	-2.3	4.8	-0.2	-12.1	-1.4	-3.1	0.1	-3.4	i
Cc1ccc(NC(=O)CN(C)S(=O)(=O)c2ccc3c(c2)n(C)c(=O)c(=O)n3C)c(C)c1	0.3	6.9	-0.6	-5.3	10.6	0.7	-2.0	4.5	0.6	i
C=CCNCCOc1c(C)cc(C)cc1Cl	-0.7	7.1	-8.7	11.8	-6.6	-1.4	-4.0	0.4	9.8	i
CCC(C)(C)NC(=O)CN(Cc1cccs1)C(=O)C(=O)Nc1ccc2c(c1)OCCO2	-0.1	-3.2	-0.6	-4.6	4.1	0.1	-1.3	-2.6	-5.5	i
O=C(/C=C/c1c[nH]c2ccccc12)c1cccc2ccccc12	-0.2	13.2	-33.4	-3.2	-18.7	-3.4	4.5	-8.8	-9.6	i

Whole records, looked up by structure. Values in the order: TbMetRS inhib	NadD block	DNMT1 block	CSN deneddyl inh	PABP1 MLLE inh	STEP block	LMPTP inh	SUMO1 PPI mod	Scp1 inh	Rpn11 block
Entry for Cc1ccc(S(=O)(=O)Nc2cccc(C(=O)N3CCOCC3)c2)cc1 = -0.4	-14.4	-0.7	5.3	-12.1	-1.4	-1.7	2.7	-2.0	i
Entry for c1ccc(-c2nnsc2-c2nc3ccccc3[nH]2)cc1 = -0.2	-4.7	0.4	-2.6	2.5	-2.4	-0.2	-9.4	-9.1	i
Entry for Cc1cc(C)cc(C(=O)NC(CC(N)=O)c2ccc(N3CCCCCC3)c([N+](=O)[O-])c2)c1 (stereo not drawn) = -0.2	-6.6	-2.1	-4.8	7.4	0.4	-0.1	-17.6	-10.7	i
Entry for O=[N+]([O-])c1ccc(SCc2ccco2)cc1N1CCOCC1 = 0.2	-2.4	-0.8	-10.9	1.2	15.2	-0.6	-21.9	-4.6	i
Entry for Cc1c(N2C(=O)C3C4C=CC(C5CC45)C3C2=O)c(=O)n(-c2ccccc2)n1C (stereo not drawn) = 0.2	7.2	0.1	-10.4	-5.8	0.5	-1.9	3.4	-2.6	i

Source: PubChem (several laboratories)
